From PubChem
A3A deaminase: blocks human APOBEC3A ssDNA deamination | P31941 | recombinant A3A, FAM/TAMRA ssDNA deamination fluorescence | inhibition, % at 20 µM | 330,000 compounds, 0.41% hits | AID 493011;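 active = at least 40% inhibition at 20 µM here, with at most 30% in a related deaminase screen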;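 note: plate controls were A3A with DMSO for no effect and wells lacking A3A enzyme for full effect; some results filed as inactive read as strong as hits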
Target sequence (P31941 whole entry, looked up): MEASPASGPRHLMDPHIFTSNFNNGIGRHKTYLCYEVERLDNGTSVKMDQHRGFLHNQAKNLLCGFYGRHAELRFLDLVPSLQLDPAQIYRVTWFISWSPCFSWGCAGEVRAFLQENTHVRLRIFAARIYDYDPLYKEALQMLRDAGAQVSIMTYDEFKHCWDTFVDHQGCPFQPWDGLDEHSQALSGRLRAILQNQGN
A3G deaminase: APOBEC3G (human) deaminase inhibition | Q9HC16 | recombinant A3G, ssDNA deamination FAM/TAMRA fluorescence | inhibition, % at 20 µM | 330,000 compounds, 0.28% hits | AID 493012;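 active = inhibition of at least 40% at 20 µM, with no more than 30% in the related APOBEC3A deaminase screen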;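 note: plate controls were DMSO wells with A3G for no effect and wells lacking A3G enzyme for full effect; some compounds called inactive have numbers as strong as hits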
Target sequence (Q9HC16 whole entry, looked up): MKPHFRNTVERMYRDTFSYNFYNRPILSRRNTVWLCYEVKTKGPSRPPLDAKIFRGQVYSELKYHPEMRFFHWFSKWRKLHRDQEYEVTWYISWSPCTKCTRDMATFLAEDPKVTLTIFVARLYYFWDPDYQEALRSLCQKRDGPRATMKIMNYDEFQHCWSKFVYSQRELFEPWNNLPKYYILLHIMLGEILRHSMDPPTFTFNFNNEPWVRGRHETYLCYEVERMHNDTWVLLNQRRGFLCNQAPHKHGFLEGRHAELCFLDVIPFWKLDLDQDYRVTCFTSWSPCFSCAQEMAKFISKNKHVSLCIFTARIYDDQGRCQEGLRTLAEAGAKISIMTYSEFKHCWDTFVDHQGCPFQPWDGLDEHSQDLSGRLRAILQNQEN
EBI2 block: EBI2 (human) antagonism; P32249; EBI2 beta-arrestin recruitment, luminescence, 7a,25-OHC stimulated; inhibition, % at 5 µM; 360,000 compounds, 0.81% hits; AID 651636; in the data active = inhibition above about 38%;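 note: enzyme fragment complementation signal reports receptor beta-arrestin coupling in cells; 0% = agonist plus DMSO wells and 100% = wells without agonist; some results beyond the cut were filed as inactive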
Gli-Sufu antag: blocks Gli-Sufu signaling in a luciferase reporter. 340,000 compounds, 0.74% hits. AID 588413. inhibition, % at 5 µM. Sufu-KO-LIGHT fibroblasts, Gli luciferase reporter luminescence;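 active = inhibition above about 55%, limit read from the data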;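 note: 0% = DMSO-treated cells and 100% = wells with medium but no cells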
CCR6 antagonist: blocks CCL20-driven beta-arrestin recruitment at human CCR6; CHO-K1 CCR6 PathHunter beta-arrestin, luminescence, CCL20-stimulated; 340,000 compounds, 0.49% hits; P51684; inhibition, % at 20 µM; AID 493098;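 active = compounds whose inhibition of the agonist-driven luminescence signal at 20 µM reaches about 50%, limit read from the data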;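 note: cells stimulated with CCL20 at 14 nM final; plate controls were DMSO with CCL20 for no effect and DMSO without agonist for full effect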
GRIN3A LBD mod: modulates the human NR3A ligand-binding domain; NR3A LBD differential scanning fluorimetry, Tm shift; 0% = protein alone, 100% = glycine-bound protein; Tm shift relative to glycine control, % at 25 µM; 340,000 compounds, 2.5% hits;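 active = melting temperature shift of at least 10% of the positive control shift, at one fixed dose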
CXCR6 block: inhibitors of human CXCR6 receptor; 360,000 compounds, 0.36% hits; O00574; AID 602244; CHO-K1 PathHunter CXCR6 beta-arrestin, luminescence; inhibition, % at 20 µM; in the data active = inhibition above about 34%, passing the limit was not always enough;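 note: antagonist mode with CXCL16 agonist at 10 nM final; 0% = 10 nM CXCL16 with DMSO and 100% = unstimulated wells without agonist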
Target sequence (O00574 whole entry, looked up): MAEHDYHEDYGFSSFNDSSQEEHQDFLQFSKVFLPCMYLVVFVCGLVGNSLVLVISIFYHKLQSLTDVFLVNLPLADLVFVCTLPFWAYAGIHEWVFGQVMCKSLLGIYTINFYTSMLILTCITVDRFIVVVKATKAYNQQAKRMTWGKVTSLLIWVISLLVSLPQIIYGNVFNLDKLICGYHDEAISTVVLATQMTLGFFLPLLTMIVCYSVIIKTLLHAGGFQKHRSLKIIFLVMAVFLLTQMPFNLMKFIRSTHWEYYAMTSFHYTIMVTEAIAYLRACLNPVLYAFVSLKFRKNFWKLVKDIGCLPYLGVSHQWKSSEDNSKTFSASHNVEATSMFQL
MPTP block: blocks calcium-induced mitochondrial swelling; 360,000 compounds, 1.4% hits; inhibition, % at 10 µM; AID 602449; isolated mouse mitochondria, Ca2+ swelling absorbance, 30 min;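 active = inhibition of 50% or more, scaled per plate between neutral and stimulator controls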;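 note: 0% = DMSO wells given calcium and 100% = 1 mM EGTA wells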
An asterisk follows results filed as active; . = no result given. The order is random, and some 5.8% of all compounds hit somewhere here.

no.	compound	A3A deaminase	A3G deaminase	EBI2 block	Gli-Sufu antag	CCR6 antagonist	GRIN3A LBD mod	CXCR6 block	MPTP block
1	COc1ccc(C)cc1NC(=O)CCS(=O)(=O)c1ccc2c(c1)oc(=O)n2C	-3	-7	-11	-14	-1	-1	4	-0.7
2	COc1cc(/C=C/C(=O)OCC(=O)Nc2oc(C)c3c(C)n[nH]c(=O)c23)ccc1OC(F)F	1	-2	-6	12	10	0	-4	-1.8
3	CC(C(=O)Nc1ccc(OCc2ccccc2)cc1)N1CCCC1 (centres undefined)	-5	-8	-2	-20	7	0	1	0.5
4	Cc1ccc(C2=NNC(=O)C(P(=O)(c3ccccc3)c3ccccc3)C2)cc1 (centres undefined)	-4	-16	-3	7	14	0	5	0.4
5	Cc1ccc(C)c(N2CC(C(=O)Nc3cc(C)on3)CC2=O)c1 (centres undefined)	-2	-3	6	19	5	0	7	-1.7
6	Cc1nc(Cl)c(C#N)c2c1CCCC2	1	-5	-7	5	1	0	-10	0.1
7	Cn1c(Cn2c(=O)sc3ccccc32)nnc1SCC(=O)N1CCCCCC1	-1	-4	-6	-2	11	-1	5	-2.6
8	O=C(NCc1ccc(F)cc1)C(c1cccnc1)N(C(=O)c1csnn1)c1ccccc1 (centres undefined)	1	-6	-2	-7	19	-5	1	-1.2
9	CCN(CC)CCSc1nc2ccc(OC)cc2[nH]1	3	-3	-2	6	6	-1	1	5.6
10	O=C(N/N=C/c1ccc(-c2ccc(Br)cc2)o1)c1ccc2c(c1)OCO2	4	3	13	39	16	11*	1	2.3
11	COC(=O)c1sc(NC(=O)COc2ccccc2OC)nc1C	-1	-1	2	-7	7	0	9	-0.7
12	CC(C)(C)OC(=O)N[C@@H](COCc1ccccc1)C(=O)N[C@@H](CO)[C@H](O)[C@@H]1C[C@@H]1C(=O)NC1CCCCC1	3	-6	1	-6	3	0	-3	-1.8
13	O=C(COC(=O)/C=C/c1cccc(Br)c1)NC1CCCCC1	1	2	3	-2	4	-2	-6	-1.7
14	COc1ccc(S(=O)(=O)N2CCOCC2)cc1NC(=O)CCCOc1ccc(Cl)cc1C	-4	-6	-1	2	12	-3	4	-1.2
15	COc1cc2cncc(Cc3ccc(Cl)cc3)c2cc1OC	0	2	7	1	9	1	-2	-0.4
16	O=C(NCCc1ccccc1)C(c1ccccc1)N(C(=O)c1csnn1)C1CC1 (centres undefined)	0	1	-7	5	-2	-2	-5	-2.1
17	COc1ccc(NC(=O)CN2C(=O)COc3ccc(C)cc32)cc1	-2	-5	-7	.	6	-1	-1	0.1
18	CCn1c(=N)n(CC(=O)c2ccc(Br)s2)c2ccccc21	-10	1	-4	10	23	-1	15	-0.3
19	CCN(CC)S(=O)(=O)c1cccc(-c2nnc(SCC(=O)NC3CCCC3)n2N)c1	-2	-5	-7	-2	-7	0	-2	2.6
20	CCOC(=O)C1(C)NC(c2ccc(N(C)C)cc2)C2C(=O)N(CC)C(=O)C21 (centres undefined)	-3	-2	-3	4	6	1	-2	-1.0
21	O=C(NCCOC(=O)c1ccccc1)c1ccccc1	-5	-7	-1	0	2	-2	2	-0.8
22	COc1cc2c3c(c1)-c1c(sn(-c4cc(OC)ccc4OC)c1=S)C(C)(C)N3C(=O)C2=O	-1	-8	20	6	15	-2	16	7.3
23	COc1cc(/C=C/C(=O)O)ccc1OS(=O)(=O)c1cc(C)ccc1C	1	-7	-7	1	-4	-2	4	0.1
24	Nc1c(-c2ccsc2)cnc2ncnn12	-2	-8	-8	-4	-6	-6	4	2.7
25	CC(Sc1nnnn1-c1ccc(O)cc1)C(=O)NC1CCCCC1C (centres undefined)	0	-5	9	0	8	-1	-8	0.4
26	O=C(COC(=O)c1nc(Cl)ccc1Cl)NC1CCCCC1	-2	-5	-2	-11	9	0	-1	-0.6
27	CCc1sc(C(=O)Nc2ccc(NC(C)=O)cc2)cc1C	0	-6	-17	-7	27	11*	-10	-0.9
28	O=C(Cn1ncc2c([nH]c3ccccc32)c1=O)N1CCN(c2ccc(F)cc2)CC1	1	11	-7	11	-8	-2	-4	-3.1
29	O=C(CN1CCCCCC1)Nc1ccccc1OC(F)F	1	-3	6	1	25	-2	0	0.2
30	CNC(=O)C1CCC(=O)N1Cc1ccccc1Cl (centres undefined)	3	3	-8	3	-19	1	1	-2.6
31	COC(=O)CC1C(=O)NCCN1C(=O)CSc1nc2ccccc2o1 (centres undefined)	-1	-6	-8	36	4	2	-5	-1.2
32	COc1ccccc1C(=O)NC(CCSC)C(=O)NCCCn1nc(C)cc1C (centres undefined)	-4	-5	-4	-8	-1	0	-1	-0.7
33	Cc1cc(N/N=C2\CC(C)CC(C)(C)C2)nc2ccccc12 (centres undefined)	3	-8	12	12	40	1	9	1.1
34	CCOC(=O)/C=C/C(=O)Nc1ccc(-c2nnc3n2CCCCC3)cc1	0	-2	-12	-8	7	-1	8	0.1
35	O=C(CSCc1c(F)cccc1Cl)Nc1cccnc1	-1	-1	4	-4	6	2	4	-0.2
36	Cc1nc(Cl)cc(N/N=C/c2ccc(O)cc2)n1	4	-6	9	-1	12	26*	-6	2.6
37	COc1cccc(CNc2nc3nc4c(c(=O)n3[nH]2)CCC4)c1	-19	-8	6	-4	6	0	5	-0.1
38	CC(=O)c1cc(-c2ccc(F)cc2)n(CCC(=O)Nc2cc(C)[nH]n2)c1C	-5	-5	-2	1	1	-2	1	-2.5
39	O=C(CCNS(=O)(=O)c1cccc2nsnc12)N1CCc2ccccc21	1	-1	2	-8	-10	0	7	-0.4
40	CCOC(=O)c1cc2sc(C)cc2n1CC(=O)Nc1cccc(C)c1C	-2	-5	1	20	4	-1	4	11
41	CCOP(=O)(OCC)C(Nc1ccc([N+](=O)[O-])cc1)c1ccc(Cl)cc1 (centres undefined)	-4	-8	12	1	32	0	12	0.0
42	CC(NC(=O)CSc1cccc(C(F)(F)F)c1)c1ccccc1 (centres undefined)	-4	-7	2	4	-1	2	-2	8.5
43	COc1ccc(CCNC(=S)N2CCC(C(=O)c3ccc(F)cc3)CC2)cc1OC	-1	-3	-1	35	10	4	-10	2.3
44	Cc1cc2c(cc1S(=O)(=O)N1CC(C)CC(C)C1)OCC(=O)N2 (centres undefined)	-2	2	0	6	5	0	3	2.4
45	CCc1c(C)[nH]c2ccc(C)cc2c1=O	-2	-3	-8	3	-18	-19	-1	2.5
46	NC(=O)N/N=C\c1cccs1	-4	-8	-10	2	2	1	-2	0.4
47	Cc1cccnc1NC(=S)NC(=O)/C=C/c1ccco1	-1	-6	-14	.	19	3	0	0.3
48	CCOC(=O)Cc1nc(-c2ccc(Cl)cc2)n[nH]1	-2	-10	6	-5	11	2	-5	-1.9

Quoted at random: 3 records from the list.
no.	compound	A3A deaminase	A3G deaminase	EBI2 block	Gli-Sufu antag	CCR6 antagonist	GRIN3A LBD mod	CXCR6 block	MPTP block
40	CCOC(=O)c1cc2sc(C)cc2n1CC(=O)Nc1cccc(C)c1C	-2	-5	1	20	4	-1	4	11
28	O=C(Cn1ncc2c([nH]c3ccccc32)c1=O)N1CCN(c2ccc(F)cc2)CC1	1	11	-7	11	-8	-2	-4	-3.1
13	O=C(COC(=O)/C=C/c1cccc(Br)c1)NC1CCCCC1	1	2	3	-2	4	-2	-6	-1.7

(further entries)
no.	compound	A3A deaminase	A3G deaminase	EBI2 block	Gli-Sufu antag	CCR6 antagonist	GRIN3A LBD mod	CXCR6 block	MPTP block
49	C=CCN1CN(S(=O)(=O)c2cccs2)c2nc3ccccc3nc21	1	-5	-2	-2	1	0	-14	-1.3
50	O=C(NCCN1CCOCC1)c1csc2c1CCCC2	4	2	-13	-3	8	1	3	-0.8
51	CCOC(=O)c1ccc(NC(=O)c2cccc(S(=O)(=O)N3CCN(C(C)=O)CC3)c2)cc1	1	-13	0	7	6	1	-12	-0.4
52	O=c1[nH]c(C(F)(F)C(F)(F)C(F)(F)F)no1	.	.	2	2	-11	1	0	-0.4
53	O=C(CCOc1ccccc1)Nc1ccc([N+](=O)[O-])cc1	0	-2	-2	-9	15	-3	5	27
54	CN(C)Cc1c(C(=O)N/N=C/c2cccc(OCc3ccccc3)c2)nnn1-c1nonc1N	-2	-2	-8	-13	-15	5	-10	65*
55	OC1(c2cccnc2)CCN(Cc2nnnn2C2CCCCC2)CC1	-3	-2	-8	2	1	2	6	-3.8
56	CN(C)S(=O)(=O)N1CCN(c2ccnc3cc(Cl)ccc23)CC1	-5	-51	-8	17	8	1	-6	3.0
57	Oc1ccccc1-c1cc(-c2ccco2)[nH]n1	0	-2	9	8	9	-1	2	10
58	CN(C)S(=O)(=O)N(CC(=O)Nc1ccc(S(=O)(=O)N2CCCC2)cc1)c1ccccc1	-2	-6	-1	0	2	1	8	-0.8
59	Cc1ccnc(Nc2nc(-c3c(C)nc4sccn34)cs2)c1	-2	-11	7	-15	14	16*	-2	63*
60	COC(=O)c1ccc(NC(=O)c2cccc(NC(=O)c3ccco3)c2)cc1	-5	-7	6	-14	-1	-6	5	-0.3
61	CCN(C(=O)COC(=O)c1cc(S(=O)(=O)Nc2c(C)n(C)n(-c3ccccc3)c2=O)ccc1Cl)C1CCCCC1	1	-1	2	22	7	-2	-2	-1.4
62	Nc1ccc(C(=O)N/N=C/c2cn(Cc3ccc(F)cc3)c3ccccc23)cc1	3	0	2	-2	11	16*	4	0.3
63	O=C(CSc1nnc(CNc2ccc(Cl)cc2)o1)Nc1nc2ccccc2s1	1	-1	13	20	4	-1	6	3.1
64	COc1ccc(/C(C)=N/NC(=O)CNC(=O)c2ccco2)cc1	-1	-10	8	-5	8	-5	13	-1.0
65	Cc1occc1-c1nnc(SCC(=O)NC2CCCC2)n1-c1ccccc1	0	-2	1	2	2	-1	0	-1.3
66	N#CCCN(C(=O)COC(=O)CCC(=O)c1ccc(F)cc1)c1ccccc1	-5	-4	-1	6	14	0	-1	0.4
67	CCN(CC)CCn1c(NCc2cc(OC)ccc2OC)nc2ccccc21	1	2	0	9	12	-5	3	-0.1
68	Cc1nnc(SC(C)C)n(N)c1=O	-1	-6	2	-5	-4	0	4	-0.5
69	COc1ccccc1C(=O)NNC(=O)C(=O)N1CCCCC1	-2	-9	-3	-2	7	0	9	0.1
70	CN(CC(=O)N(C)CC(=O)Nc1c(Cl)cccc1Cl)Cc1ccc(Br)s1	1	-9	13	0	15	1	8	0.2
